# Rad51 HR inh = blocks human Rad51 in homologous recombination; Q06609; hRad51 DNA strand exchange, fluorescence dequenching; inhibition, % at 10 µM; 0.085% of 200,000 active; AID 1385;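 active = inhibition above 40% at the single screening dose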;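 also: 0% = DMSO control wells and 100% = blanks with heterologous ssDNA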
#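 System: human Rad51 nucleoprotein filaments preassembled on unlabelled ssDNA. Reagent: labelled 47-mer dsDNA for strand exchange. Schedule: 30-min compound preincubation and 15-min exchange, both room temperature. Measured by: FRET fluorescence dequenching, excitation 485 nm, emission 520 nm. Read-out: Fluorescence-based percent inhibition, control- and blank-normalised. Benchmarks: plate controls and plate blanks.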
# Thrombin inh = blocks human thrombin protease activity | P00734 | alpha-thrombin, Boc-VPR-AMC fluorogenic substrate cleavage | inhibition, % at 5 µM | 0.26% of 220,000 active;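 active = inhibition at or above 40%; inactive = inhibition below 40%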;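 also: 0% = enzyme with no compound and 100% = wells without enzyme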
#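 Test system: human alpha-thrombin; medium: pH 7.5 Tris-saline with Tween 20; times: reaction at room temperature; signal: AMC fluorescence at 355 nm excitation and 460 nm emission; also added: Boc-VPR-AMC substrate, 15 µM final; dosing: one concentration per compound, 5 µM, with 0.2% DMSO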
# hK5 inh = kallikrein 5 (human) inhibition | recombinant hK5, fluorogenic AMC substrate cleavage | inhibition, % at 5 µM | AID 873 | Q9Y337 | 0.59% of 210,000 active;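 active = inhibition of 40% or more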;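 also: 0% = enzyme controls without compound and 100% = no-enzyme blanks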
# FXIa inh 1536 = factor XIa (human) inhibition | purified FXIa, Boc-Glu-Ala-Arg-AMC fluorogenic substrate | inhibition, % at 5 µM | 0.14% of 220,000 active | P03951 | AID 798;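 active = inhibition of at least 40%; inactive = inhibition below 40%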;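 also: fluorescence of freed AMC excited at 355 nm; 0% = enzyme without compound and 100% = no enzyme blank; many of its hits are not listed in these tables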
# Calpain2 inh = blocks pig calpain II enzyme activity | inhibition, % at 16 µM | AID 1236 | purified calpain II, fluorogenic peptide substrate, 30 min | 0.37% of 220,000 active;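 active = inhibition above about 50%, limit read from the data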
# Furin inhibitor = blocks human furin protease activity. purified furin, fluorogenic substrate cleavage. P09958. 0.061% of 220,000 active. AID 463115. inhibition, % at 30 µM; in the data active = inhibition above about 25%; also: inactives centre near -15
# KCC2 mod = KCC2 (human) Cl- transport modulation. B-score of Tl+ flux slope (higher = more flux/activation; lower = inhibition) at 10 µM. Q9H2X9. 2.2% of 190,000 active. KCC2 cells, thallium flux FluoZin-2 fluorescence;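 active = thallium flux slope and its plate-corrected score both differing from the plate sample mean at a set confidence after two filtering rounds, in either direction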;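 also: slope of fluorescence scaled to starting intensity during 10 to 20 s after thallium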
# PERK inh = blocks human PERK kinase. Q9NZJ5. CHO PERK-DD fusion, SEAP luminescence translation reporter. inhibition, % at 5.6 µM. 0.17% of 220,000 active;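 active = inhibition above the mean inhibition of all tested compounds plus 3 SD, set separately per screening campaign, cut at about 2.9% in these data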;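 also: PERK kinase domain activated by AP20187 dimerizer at 100 nM; 0% = DMSO with dimerizer and 100% = rapamycin at 8.4 µM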
# Target sequence (Q9NZJ5 whole entry, looked up, the tested form may be a part): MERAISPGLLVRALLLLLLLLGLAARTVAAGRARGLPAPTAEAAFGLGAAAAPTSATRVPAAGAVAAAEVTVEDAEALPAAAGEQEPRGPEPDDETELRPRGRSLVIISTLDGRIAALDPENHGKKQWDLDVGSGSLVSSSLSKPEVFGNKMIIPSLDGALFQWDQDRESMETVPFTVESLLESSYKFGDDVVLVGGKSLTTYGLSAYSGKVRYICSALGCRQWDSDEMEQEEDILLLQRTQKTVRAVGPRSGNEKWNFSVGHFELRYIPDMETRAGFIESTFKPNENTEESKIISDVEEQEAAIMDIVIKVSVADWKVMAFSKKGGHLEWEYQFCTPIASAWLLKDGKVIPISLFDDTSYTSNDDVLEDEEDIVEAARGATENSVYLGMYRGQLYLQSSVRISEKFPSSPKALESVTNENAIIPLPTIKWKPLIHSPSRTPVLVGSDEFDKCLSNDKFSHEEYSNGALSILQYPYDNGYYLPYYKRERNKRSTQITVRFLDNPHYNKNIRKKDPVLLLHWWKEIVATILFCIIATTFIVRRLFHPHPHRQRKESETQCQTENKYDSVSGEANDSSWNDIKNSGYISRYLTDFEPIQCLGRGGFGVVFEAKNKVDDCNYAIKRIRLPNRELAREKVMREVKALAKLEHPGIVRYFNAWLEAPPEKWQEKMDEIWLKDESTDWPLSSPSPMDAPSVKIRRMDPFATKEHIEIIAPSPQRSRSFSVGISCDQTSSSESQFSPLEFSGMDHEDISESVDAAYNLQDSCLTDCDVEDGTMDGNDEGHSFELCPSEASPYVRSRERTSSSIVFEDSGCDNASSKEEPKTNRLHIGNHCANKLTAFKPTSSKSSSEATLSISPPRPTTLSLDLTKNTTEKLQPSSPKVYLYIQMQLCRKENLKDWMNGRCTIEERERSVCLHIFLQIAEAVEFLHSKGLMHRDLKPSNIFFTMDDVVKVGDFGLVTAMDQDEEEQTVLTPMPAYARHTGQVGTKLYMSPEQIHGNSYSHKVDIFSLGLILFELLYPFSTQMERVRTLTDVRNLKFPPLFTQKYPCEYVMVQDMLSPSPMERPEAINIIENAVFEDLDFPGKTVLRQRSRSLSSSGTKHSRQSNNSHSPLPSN
# FXIIa inh 1536 = blocks human coagulation factor XIIa protease activity; P00748; 0.3% of 220,000 active; inhibition, % at 5 µM; purified FXIIa, Boc-QGR-AMC fluorogenic substrate, 2 h; in the data active = inhibition above about 40%;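 also: 0% = enzyme with no compound and 100% = blank without enzyme; many of its hits are not listed in these tables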
# Numbers without * were called inactive; . = not tested or not shown; [ ] = another dose, or the depositor's remark. The list is partial. The share of hits here may be higher or lower than overall.
Structure	Rad51 HR inh	Thrombin inh	hK5 inh	FXIa inh 1536	Calpain2 inh	Furin inhibitor	KCC2 mod	PERK inh	FXIIa inh 1536
O=C(Nc1ccc(F)cc1)N(Cc1nnc2n1CCCCC2)c1ccccc1	-13	-6	-8	4	-55	-28	0.084	1.0	12
Cc1nnc2c(NC(C)C)nc3ccccc3n12	10	3	-5	1	-45	-18	-0.79	0.4	11
COc1ccc(CCNC(=O)c2cc(-c3ccccc3OC)on2)cc1OC	2	-8	2	-1	-18	-32	-0.82	-1.0	12
CC(=O)O/N=C/c1c(Cl)n(C)c2ccccc12	4	-2	-11	-7	-16	-9	-0.51	0.5	-3
CCOC(=O)CSc1nnc(CNc2nc(-c3ccccc3)cs2)n1C	0	3	-13	2	-2	-20	-1.3	-0.1	17
Cc1ccc2nc(NC(=O)CSc3nncc(=O)n3N)sc2c1	8	-2	-6	6	18	-13	-0.36	0.3	16
COCCn1c(SCC(=O)c2[nH]c(C)c(C(C)=O)c2C)nc2ccccc21	-2	5	5	4	-49	-15	0.93	-1.5	15
NC(=O)[C@H]1CC2(CC(c3cccc(NC(=O)COc4ccc(Cl)cc4)c3)=NO2)CN1C(=O)C(c1ccccc1)c1ccccc1 (stereo partly drawn)	-7	-9	-1	-5	-81	-35	-0.022	.	1
COc1ccc(CCCc2n[nH]c(=S)n2C)cc1C	-3	9	43*	30	26	-3	-2.2	-0.1	30
O=C(/C=C/c1ccc(S(=O)(=O)NCc2ccco2)cc1)NCc1cccc(Cl)c1	-15	-7	-3	3	31	-3	-0.29	-0.9	8
CCc1c(C)sc(NC(=O)CCc2ccc(OC)cc2)c1C(N)=O	5	-6	-12	-4	-24	-21[20 µM]	0.24	0.0	1
COc1cccc(Oc2cncnc2-c2ccc(OC)cc2O)c1	3	-13	0	-8	15	10	-0.69	-0.8	5
Cn1c2ccc(CC(=O)O)cc2c2cc(CC(=O)O)ccc21	-4	3	-17	4	21	-8	.	0.4	9
CCOc1[nH]n(-c2ccc(Cl)cc2)c(=O)c1C=Nc1ccc(C)cc1	1	7	10	10	16	-16	.	1.8	19
COC(=O)Cc1c(C)c2ccc(OCc3nn[nH]n3)c(C)c2oc1=O	3	-3	6	-17	-186	-13[20 µM]	-1.2	1.9	10

# Remaining list, next part.
Structure	Rad51 HR inh	Thrombin inh	hK5 inh	FXIa inh 1536	Calpain2 inh	Furin inhibitor	KCC2 mod	PERK inh	FXIIa inh 1536
O=C(CSc1nnc(-c2ccc3c(c2)OCCO3)o1)N1CCCC1	-1	2	-20	0	7	-23[20 µM]	0.7	0.7	15
O=C(CS(=O)(=O)c1ccccc1)NC1CCCCC1	.	2	.	3	-7	-20	-0.13	1.2	9
Cc1ccc(CNC(=O)c2ccc(S(=O)(=O)Nc3c(C)n(C)n(-c4ccccc4)c3=O)cc2)cc1	-4	1	6	0	-14	-32	0.094	1.7	8
CC[N+](C)(CC)CC(=O)OCC1C(C)C=C(C)CC1C (stereo not drawn)	4	5	1	1	22	-9	0.17	-0.1	9
Cc1ccc(-c2nn(C)c(=O)c3ccccc23)cc1CNC(=O)/C=C/c1ccccc1	-2	-3	-7	-6	-111	-11[20 µM]	-2.1	-0.6	2
c1ccc2c(c1)[nH]c1c(N3CCOCC3)ncnc12	1	3	4	2	-43	-10	.	1.0	14
Cc1ccc(C(=O)N/N=C/c2ccc([N+](=O)[O-])s2)cc1	-3	3	2	5	-2	-29[20 µM]	6.6*	0.3	19
CCCCC[C@H](O)/C=C/C1=C(CCCCCCC(=O)O)C(=O)CC1	-5	-2	-15	2	-8	-15	-2.6	0.6	10
Fc1ccccc1N1CCN(C(c2cccs2)c2nnnn2CCc2ccccc2)CC1 (stereo not drawn)	.	0	13	-5	55*	-25	-1.2	0.2	11
Cc1ccc(C)c(Cn2nnc3c(=O)[nH]c(C4CCCN(C(=O)C5CCCCC5)C4)nc32)c1 (stereo not drawn)	-1	-2	-15	3	-75	-1	.	-0.3	11
COC(=O)c1ccccc1S(=O)(=O)C(C)(C)C	-9	-2	-12	7	-20	-11[20 µM]	0.012	0.0	13
COc1ccc(CN2CCCC(C(=O)c3ccc(Cl)cc3)C2)cc1Cn1cccn1 (stereo not drawn)	12	3	.	0	22	-22	.	1.1	4
COc1ccc(N2CCN(c3ccc([N+](=O)[O-])nc3)CC2)cc1	.	0	-1	3	14	-20	.	1.3	6
CCOC(=O)C(Cc1ccc(OC)c([N+](=O)[O-])c1)NC(=O)CCC(=O)Nc1ccc(OC)cc1 (stereo not drawn)	-1	-8	11	-3	2	-27	.	0.5	2
Cc1ccsc1/C=N/NC(=O)c1ccc([N+](=O)[O-])cc1	4	0	4	0	-7	-16	3.6*	0.0	10

# Reprinted from the part before: 4 entries, followed by the next part.
Structure	Rad51 HR inh	Thrombin inh	hK5 inh	FXIa inh 1536	Calpain2 inh	Furin inhibitor	KCC2 mod	PERK inh	FXIIa inh 1536
COc1ccc(CN2CCCC(C(=O)c3ccc(Cl)cc3)C2)cc1Cn1cccn1 (stereo not drawn)	12	3	.	0	22	-22	.	1.1	4
COc1ccc(N2CCN(c3ccc([N+](=O)[O-])nc3)CC2)cc1	.	0	-1	3	14	-20	.	1.3	6
CCOC(=O)C(Cc1ccc(OC)c([N+](=O)[O-])c1)NC(=O)CCC(=O)Nc1ccc(OC)cc1 (stereo not drawn)	-1	-8	11	-3	2	-27	.	0.5	2
Cc1ccsc1/C=N/NC(=O)c1ccc([N+](=O)[O-])cc1	4	0	4	0	-7	-16	3.6*	0.0	10
COc1cccc(CSc2nc3cc4c(cc3cc2C)OCCO4)c1	3	-3	12	-1	18	6	0.99	-0.1	11
CC(C)(C)C1=NN(c2ccc([N+](=O)[O-])cc2)C(c2ccccc2)C1 (stereo not drawn)	-5	-4	34	3	43	9	-0.74	-0.3	14
CCC(c1nnnn1CCOC)N1CCN(c2cccc(C(F)(F)F)c2)CC1 (stereo not drawn)	-3	0	4	4	-34	-25[20 µM]	-0.95	0.1	13
Cn1nnnc1SCc1nc2ccccc2[nH]1	.	-8	-1	-9	-3	-29	0.28	-1.2	18
Cc1ccc(-n2nnnc2CCl)cc1	12	-2	-5	-6	-37	-18	0.0074	-0.4	-1
CCOC(=O)C1=NN(c2ccccc2)C(c2ccccc2)CC1=O (stereo not drawn)	-2	-1	-12	7	-1	-15[20 µM]	-1.4	-0.3	8
C#Cc1ccc([C@@H]2C=C(C(=O)OCC=C)O[C@H](OCC)[C@H]2CCCO)cc1	.	1	1	2	9	-23	-0.34	1.3	7
Cc1oc(-c2ccccc2)nc1CS(=O)CC(=O)O (stereo not drawn)	-12	-4	-16	19	8	1	2.9*	0.6	30
CCCCn1cnc2c([nH]c3ccccc32)c1=O	2	1	-2	10	-26	-27[20 µM]	0.032	-0.4	13
O=C(NCc1ccc2c(c1)OCO2)C(=O)NCC1CCCO1 (stereo not drawn)	-1	4	-4	0	-6	-12	-0.9	1.4	7
CC(C)(C)c1nc2ccc([N+](=O)[O-])cc2[nH]1	4	-12	0	-2	-14	-25	0.92	0.6	11
O=C(Nc1ccncc1)c1cccc(F)c1	-2	-5	-7	-6	-56	-21[20 µM]	0.26	1.0	13
Cc1occc1C(=O)NC1CCCCCCC1	.	-8	-10	8	-4	-13	0.088	-0.3	13
O=C(O)c1ccc(N2CCOCC2)c(N2C(=O)C3C4C=CC(C4)C3C2=O)c1 (stereo not drawn)	-24	-5	11	-3	15	-28	0.92	1.0	2
CCOC(=O)C1(Cc2ccc(OC)cc2)CCN(C(=O)CCc2cccnc2)CC1	4	-12	-3	-5	-22	-22	0.41	-0.3	4

# Carrying on:
canonical_smiles,Rad51 HR inh,Thrombin inh,hK5 inh,FXIa inh 1536,Calpain2 inh,Furin inhibitor,KCC2 mod,PERK inh,FXIIa inh 1536
Cc1cc(S(=O)(=O)NCCN(C)C)c(C)s1,8,-2,4,0,12,-23,.,1.0,4
Cc1ccc(C2C(=O)N(C3CCCC3)CC(=O)N2CC2COc3ccccc3O2)cc1 (stereo not drawn),-7,3,1,8,25,-14,0.089,-0.7,24
Nc1nnc(CC(=O)N/N=C/c2ccc(-c3ccccc3Cl)o2)s1,-4,11,-4,8,-40,-10,-0.21,0.0,4
COc1ccc(S(=O)(=O)Nc2ccc(S(=O)(=O)N3CCOCC3)cc2)cc1,10,-6,-8,-6,-21,-12,0.16,-0.6,6
CC(NS(=O)(=O)c1ccc(OCC(=O)N2CCOCC2)cc1)c1ccccc1 (stereo not drawn),9,-6,7,-4,2,-19[20 µM],0.28,0.8,-2
Cc1csc(SCC(=O)NC23CC4CC(CC(C4)C2)C3)n1,-5,0,2,-2,14,-5[20 µM],0.061,0.5,5
Cc1csc(NC(=O)C(NS(=O)(=O)c2ccc(Br)s2)c2ccccc2)n1 (stereo not drawn),2,1,0,1,43,-13[20 µM],-0.54,-0.7,8
COc1cc2oc(=O)c3c(c2cc1OCC(=O)c1c(C)n(C)c2ccccc12)CCCC3,-23,-1,-6,22,-86,-37,0.0044,1.4,23
COc1cccc(OCC(=O)NNC(=O)CCc2ccccc2)c1,.,-2,0,-1,-8,-17,-0.56,1.1,4
O=C1CC(c2c(F)cccc2Cl)C2=C(COC2=O)N1 (stereo not drawn),3,-14,-5,-11,17,-35[20 µM],.,1.3,-2
Cc1oc(S(=O)(=O)N2CCCCC2)cc1NC(=O)Nc1ccccc1,6,0,3,2,-9,-20,-1,-0.2,11
COC(=O)[C@@H]1C2CCC(C(=O)Nc3ccccc3)(CC2)[C@@H]1C(=O)OC,2,2,-1,-8,11,-13,1.3,0.6,-5
Cc1nc(-c2ccccc2)sc1C(=O)CSc1ccc(F)cc1,1,-2,-13,0,14,-11[20 µM],.,0.7,12
COc1cc(NC(=O)C(=O)NCCN2CCNCC2)c(OC)cc1Cl,11,0,-7,-10,-8,-3,-0.36,0.5,2
CSc1nsc(NC(=O)Cc2ccccc2)n1,11,1,5,-2,-6,-24[20 µM],.,1.0,13

# Four records drawn at random from the list so far:
canonical_smiles,Rad51 HR inh,Thrombin inh,hK5 inh,FXIa inh 1536,Calpain2 inh,Furin inhibitor,KCC2 mod,PERK inh,FXIIa inh 1536
O=C1CC(c2c(F)cccc2Cl)C2=C(COC2=O)N1 (stereo not drawn),3,-14,-5,-11,17,-35[20 µM],.,1.3,-2
CC(NS(=O)(=O)c1ccc(OCC(=O)N2CCOCC2)cc1)c1ccccc1 (stereo not drawn),9,-6,7,-4,2,-19[20 µM],0.28,0.8,-2
COC(=O)[C@@H]1C2CCC(C(=O)Nc3ccccc3)(CC2)[C@@H]1C(=O)OC,2,2,-1,-8,11,-13,1.3,0.6,-5
COc1cc2oc(=O)c3c(c2cc1OCC(=O)c1c(C)n(C)c2ccccc12)CCCC3,-23,-1,-6,22,-86,-37,0.0044,1.4,23
